RECQ1 helicase = inhibitors of human RECQ1 DNA helicase | RECQ1 DNA unwinding, red fluorescence kinetic read | 240,000 tested, 0.54% active | Potency, µM (top dose mostly 57.3 µM), inactives show top-dose activity, negative = inhibition, usual class: inhibitors | AID 2549 | P46063; active = well fitted inhibition curve with a large enough effect;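 note: plate controls were vehicle for no effect and no enzyme for full effect; nearly all actives have a fitted effect of over 30% in size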
Target sequence (P46063 whole entry, looked up): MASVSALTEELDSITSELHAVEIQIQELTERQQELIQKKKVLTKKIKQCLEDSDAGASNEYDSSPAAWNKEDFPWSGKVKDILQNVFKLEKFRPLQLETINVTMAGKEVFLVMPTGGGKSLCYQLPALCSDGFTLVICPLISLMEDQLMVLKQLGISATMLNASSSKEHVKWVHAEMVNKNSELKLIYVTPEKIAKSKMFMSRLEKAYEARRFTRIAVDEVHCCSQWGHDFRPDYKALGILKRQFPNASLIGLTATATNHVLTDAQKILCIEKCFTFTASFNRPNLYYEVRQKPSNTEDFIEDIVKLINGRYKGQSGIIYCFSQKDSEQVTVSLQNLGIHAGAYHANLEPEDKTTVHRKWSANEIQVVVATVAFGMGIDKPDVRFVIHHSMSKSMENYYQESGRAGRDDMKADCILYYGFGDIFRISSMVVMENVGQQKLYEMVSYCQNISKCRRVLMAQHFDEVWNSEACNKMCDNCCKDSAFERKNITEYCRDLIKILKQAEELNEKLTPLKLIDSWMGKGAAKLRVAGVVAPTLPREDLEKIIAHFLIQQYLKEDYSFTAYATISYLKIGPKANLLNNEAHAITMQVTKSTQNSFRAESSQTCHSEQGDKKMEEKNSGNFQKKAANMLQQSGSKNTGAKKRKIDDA
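50 nM RECQ1T1 preincubated 15 min with compound in Tris pH 8.0 buffer with MgCl2, DTT, Tween-20 and 2.5 ug/ml poly(dI-dC); started with 200 nM TAMRA/BHQ-2 forked duplex and 2 mM ATP. Unwinding read as fluorescence (525/598 nm), two reads 2 h apart.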
* marks the source's active call; other numbers are inactive results; i = inactive; & = joins results of further samples. Potency is the fitted concentration of half-maximal effect.

RECQ1 helicase | canonical_smiles
-4% | CCCCC(=O)N1C/C=C\C(c2ccc(OC)cc2)N(Cc2ccc(F)cc2)C(=O)C1C (stereo not drawn)
i | COC(=O)C1=C[C@@H](C(=O)OC)[C@@H]2C3=C(C(=O)[C@]2(C)NC(=O)c2ccccc2)[C@H](C)[C@@H]2C(=O)NC(=O)[C@@H]2[C@@H]3C1
i | CC(=O)c1ccc(-c2c(C3C4C=CCCC4(C)C(=O)N3Cc3ccccc3)ccc3ccccc23)cc1 (stereo not drawn)
i | CNC(=O)[C@]1(C(F)(F)F)C[C@H](CCc2ccccc2)CCCO1
-19% | O=C(Nc1cc(C(F)(F)F)ccc1O)Nc1cc(C(F)(F)F)ccc1O
-3% | CC(C)C[C@H](NC(=O)CNC(=O)[C@H](C)NC(=O)[C@H](CC(C)C)NC(=O)[C@H](CCCNC(=N)N)NC(=O)[C@H](Cc1cnc[nH]1)NC(=O)[C@@H](NC(=O)[C@@H](N)C(C)C)[C@@H](C)O)C(=O)N[C@@H](CC(C)C)C(=O)N[C@@H](CO)C(=O)N[C@@H](CCCNC(=N)N)C(=O)N[C@@H](CO)C(=O)NCC(=O)NCC(=O)N[C@H](C(=O)N[C@H](C(=O)N[C@@H](CCCCN)C(=O)N[C@@H](CC(N)=O)C(=O)N[C@@H](CC(N)=O)C(=O)N[C@@H](Cc1ccccc1)C(=O)N[C@H](C(=O)N1CCC[C@H]1C(=O)N[C@H](C(=O)N[C@@H](CC(N)=O)C(=O)N[C@H](C(=O)NCC(=O)N[C@@H](CO)C(=O)N[C@@H](CCCCN)C(=O)N[C@@H](C)C(=O)N[C@@H](Cc1ccccc1)C(N)=O)C(C)C)[C@@H](C)O)C(C)C)C(C)C)C(C)C
-6% | NC(=O)c1ncn([C@@H]2O[C@H](CO)[C@@H](O)[C@H]2O)c1N
15% | O=C(O)c1ccc(S(=O)(=O)N[C@H](Cc2ccc(C(F)(F)F)cc2)C(=O)O)cc1
-1% | C[C@@H]1O[C@@H](OC2O[C@@H](COc3cc(O)c4c(=O)cc(-c5ccc(O)cc5)oc4c3)[C@@H](O)[C@@H](O)[C@@H]2O)[C@H](O)[C@H](O)[C@H]1O (stereo partly drawn)
-12% | CCC1CC=CC2C1C(=O)N(Cc1ccccc1)C2c1cccc([N+](=O)[O-])c1 (stereo not drawn)

Reformatted in CSV form: 5 of the compounds above
compound,RECQ1 helicase
CNC(=O)[C@]1(C(F)(F)F)C[C@H](CCc2ccccc2)CCCO1,i
O=C(Nc1cc(C(F)(F)F)ccc1O)Nc1cc(C(F)(F)F)ccc1O,-19%
CC(C)C[C@H](NC(=O)CNC(=O)[C@H](C)NC(=O)[C@H](CC(C)C)NC(=O)[C@H](CCCNC(=N)N)NC(=O)[C@H](Cc1cnc[nH]1)NC(=O)[C@@H](NC(=O)[C@@H](N)C(C)C)[C@@H](C)O)C(=O)N[C@@H](CC(C)C)C(=O)N[C@@H](CO)C(=O)N[C@@H](CCCNC(=N)N)C(=O)N[C@@H](CO)C(=O)NCC(=O)NCC(=O)N[C@H](C(=O)N[C@H](C(=O)N[C@@H](CCCCN)C(=O)N[C@@H](CC(N)=O)C(=O)N[C@@H](CC(N)=O)C(=O)N[C@@H](Cc1ccccc1)C(=O)N[C@H](C(=O)N1CCC[C@H]1C(=O)N[C@H](C(=O)N[C@@H](CC(N)=O)C(=O)N[C@H](C(=O)NCC(=O)N[C@@H](CO)C(=O)N[C@@H](CCCCN)C(=O)N[C@@H](C)C(=O)N[C@@H](Cc1ccccc1)C(N)=O)C(C)C)[C@@H](C)O)C(C)C)C(C)C)C(C)C,-3%
NC(=O)c1ncn([C@@H]2O[C@H](CO)[C@@H](O)[C@H]2O)c1N,-6%
O=C(O)c1ccc(S(=O)(=O)N[C@H](Cc2ccc(C(F)(F)F)cc2)C(=O)O)cc1,15%

Carrying on.
RECQ1 helicase | canonical_smiles
3% | Cc1ccc(SCC(Cc2ccccc2)N2CCN(C)CCC2=O)cc1 (stereo not drawn)
-2% | NC(=O)c1cccc(C[C@H](C(=O)O)N2C(=O)c3ccc(C(=O)O)cc3C2=O)c1
9% | C=C1CC2C(=O)N(Cc3cc(OC)ccc3OC)C(C(=O)OCC)(C(=O)OCC)C1N2C(=O)OC(C)(C)C (stereo not drawn)
0% | O=C(NCc1ccccc1)C1(C(F)(F)F)C/C(=C\Cc2ccccc2)CCCO1 (stereo not drawn)
-3% | COc1cc(OC)cc(C2=Nn3c(nnc3-c3cccc(OC)c3)SC2)c1
-3% | Cc1ccc(SCC(CC(C)C)N2CCN(C)CCC2=O)cc1 (stereo not drawn)
i | C/C=C1\COC(C(=O)NCCN2CCOCC2)(C(F)(F)F)C=C1C=C(C)C (stereo not drawn)
0% | O=C(O)c1ccc(S(=O)(=O)N[C@H](Cc2ccccc2)C(=O)O)cc1
-18% | CC(C)C[C@H](NC(=O)[C@H](CC(C)C)NC(=O)[C@@H](Cc1c[nH]c2ccccc12)NC(=O)[C@H](Cc1ccccc1)NC(=O)[C@@H](Cc1c[nH]c2ccccc12)NC(=O)[C@H](CCC(N)=O)NC(=O)[C@H](CCC(N)=O)NC(=O)[C@@H]1CCCN1C(=O)[C@H](CCCCN)NC(=O)[C@@H]1CCCN1C(=O)[C@@H](CCCNC(=N)N)NC(=O)[C@@H]1CCCN1C(=O)CNC(=O)[C@H](CC(C)C)NC(=O)[C@H](CC(C)C)NC(=O)[C@H](Cc1ccc(O)cc1)NC(=O)CNC(=O)[C@H](C)NC(=O)[C@H](CO)NC(=O)[C@H](CC(N)=O)NC(=O)[C@H](CC(C)C)NC(=O)[C@@H](NC(=O)[C@H](Cc1c[nH]c2ccccc12)NC(=O)CN)[C@@H](C)O)C(N)=O
i | Cc1ccc(CNC(=O)C2(C(F)(F)F)C/C(=C\Cc3ccccc3)CCCO2)o1 (stereo not drawn)

Of the compounds above, these have an aryl thioether with sulfur outside any ring:
RECQ1 helicase | canonical_smiles
3% | Cc1ccc(SCC(Cc2ccccc2)N2CCN(C)CCC2=O)cc1 (stereo not drawn)
-3% | Cc1ccc(SCC(CC(C)C)N2CCN(C)CCC2=O)cc1 (stereo not drawn)

Next section.
RECQ1 helicase | canonical_smiles
i | CCCCCCCCCCCCC/C=C/[C@@H](O)[C@H](CO)NC(=O)CCCCC
-4%&-5% | COc1ccc(C2CC(c3ccccc3)Oc3cc(OC)c(OC)c(OC)c32)cc1 (stereo not drawn)
-3% | CN(C)/[N+]([O-])=N/Oc1cc(O/[N+]([O-])=N/N2CCCC2CO)c([N+](=O)[O-])cc1[N+](=O)[O-] (stereo not drawn)
-12% | COc1cc(C(C)C)c2c(c1)S(=O)(=O)N(COc1cc(=O)n3cccc(OCCN4CCCCC4)c3n1)C2=O
1% | CCCCC1CCCOC(C(=O)NCCNCCO)(C(F)(F)F)C1 (stereo not drawn)
-4% | CCSC[C@H](NC(=O)[C@H](C)NC(=O)[C@@H](N)Cc1ccc(O)cc1)C(=O)N[C@@H](CC(=O)O)C(=O)N[C@H](C(=O)N[C@@H](C)C(=O)N[C@H](C(=O)N[C@@H](CSCC)C(=O)N[C@H](C(=O)N[C@H](C(=O)N[C@@H](Cc1cnc[nH]1)C(=O)N[C@@H](CCCNC(=N)N)C(=O)N[C@@H](CC(C)C)C(=O)N[C@@H](C)C(=O)NCC(=O)N[C@@H](CC(C)C)C(=O)N[C@@H](CC(C)C)C(=O)N[C@@H](CO)C(=O)N[C@@H](CCCNC(=N)N)C(=O)N[C@@H](CO)C(=O)NCC(=O)NCC(=O)N[C@H](C(=O)N[C@H](C(=O)N[C@@H](CCCCN)C(=O)N[C@@H](CC(N)=O)C(=O)N[C@@H](CC(N)=O)C(=O)N[C@@H](Cc1ccccc1)C(=O)N[C@H](C(=O)N1CCC[C@H]1C(=O)N[C@H](C(=O)N[C@@H](CC(N)=O)C(=O)N[C@H](C(=O)NCC(=O)N[C@@H](CO)C(=O)N[C@@H](CCCCN)C(=O)N[C@@H](C)C(=O)N[C@@H](Cc1ccccc1)C(N)=O)C(C)C)[C@@H](C)O)C(C)C)C(C)C)C(C)C)[C@@H](C)O)C(C)C)[C@@H](C)O)[C@@H](C)O
-11% | C[C@@H]1CCC[C@]2(C)CCCC[C@@]12O
-14% | CN1C/C(=C/c2ccc(B(O)O)cc2)C(=O)/C(=C/c2ccc(B(O)O)cc2)C1
-7% | O=C(O)COc1ccc2ccccc2c1
i | CC(=O)OCC(NC(=O)C(CCCCNC(=O)OCc1ccccc1)NC(=O)OC(C)(C)C)C1OC(n2cc(C)c(=O)[nH]c2=O)C(OC(C)=O)C1OC(C)=O (stereo not drawn)

Going on with the list.
RECQ1 helicase | canonical_smiles
10% | COc1cccc(C2=Nn3c(nnc3-c3cccc(OC)c3)SC2)c1
-20% | CN(C)c1ccc(-c2cc(C3C4C=CCCC4(C)C(=O)N3Cc3ccccc3)ccc2F)cc1 (stereo not drawn)
-2% | CC[C@H](C)[C@H](NC(=O)[C@H](Cc1cnc[nH]1)NC(=O)[C@@H](NC(=O)[C@H](CCCNC(=N)N)NC(=O)[C@H](CCCCN)NC(=O)[C@H](CCCNC(=N)N)NC(=O)[C@H](CCCCN)NC(=O)[C@@H](N)CC(N)=O)[C@@H](C)CC)C(=O)NCC(=O)N1CCC[C@H]1C(=O)NCC(=O)N[C@@H](CCCNC(=N)N)C(=O)N[C@@H](C)C(=O)N[C@@H](Cc1ccccc1)C(=O)N[C@@H](Cc1ccc(O)cc1)C(=O)N[C@H](C(=O)N[C@H](C(=O)N[C@@H](CCCCN)C(=O)N[C@@H](CC(N)=O)C(=O)N[C@H](C(=O)N[C@H](C(=O)NCC(=O)N[C@H](C(=O)N[C@H](C(=O)N[C@@H](CS)C(=O)O)[C@@H](C)CC)[C@@H](C)O)[C@@H](C)CC)[C@@H](C)CC)[C@@H](C)O)[C@@H](C)O
9% | COc1ccc(C2CC(c3ccccc3)Oc3ccc(C(C)(C)C)cc32)cc1 (stereo not drawn)
-8% | CC[C@H](C)[C@H](NC(=O)CNC(=O)[C@H](C)NC(=O)[C@H](C)N)C(=O)NCC(=O)N[C@H](C(=O)N[C@@H](CC(C)C)C(=O)N[C@H](C(=O)N[C@H](C(=O)O)C(C)C)[C@@H](C)O)[C@@H](C)CC
-14% | CC(C)C[C@H](NC(=O)CNC(=O)[C@H](CCC(N)=O)NC(=O)[C@H](CC(C)C)NC(=O)[C@H](CC(C)C)NC(=O)[C@H](CCCNC(=N)N)NC(=O)[C@H](CCC(N)=O)NC(=O)[C@H](CC(C)C)NC(=O)[C@H](CCCNC(=N)N)NC(=O)[C@H](C)NC(=O)CNC(=O)[C@H](CCC(=O)O)NC(=O)[C@H](CCCNC(=N)N)NC(=O)[C@H](CC(C)C)NC(=O)[C@H](CCCNC(=N)N)NC(=O)[C@H](CO)NC(=O)[C@H](CC(C)C)NC(=O)[C@H](CCC(=O)O)NC(=O)[C@H](CO)NC(=O)[C@@H](NC(=O)[C@H](Cc1ccccc1)NC(=O)[C@@H](NC(=O)CNC(=O)[C@H](CC(=O)O)NC(=O)[C@H](CO)NC(=O)[C@@H](N)Cc1cnc[nH]1)[C@@H](C)O)[C@@H](C)O)C(=O)N[C@H](C(N)=O)C(C)C
10% | C=C1CCN(C(Cc2ccccc2)C(=O)N2CCOCC2)S(=O)(=O)c2ccccc21 (stereo not drawn)
-5% | CC[C@H](C)[C@H](NC(=O)[C@H](Cc1ccccc1)NC(=O)[C@H](C)NC(=O)[C@H](CC(=O)O)NC(=O)[C@H](CCCCN)NC(=O)[C@H](CO)NC(=O)[C@@H]1CCCN1C(=O)[C@@H]1CCC(=O)N1)C(=O)NCC(=O)N[C@@H](CC(C)C)C(=O)N[C@@H](CCSC)C(N)=O
2% | COc1ccc(C(CCN2CCCC(C)C2)c2c(O)cc(OC)cc2OC)cc1 (stereo not drawn)
-10% | O=C(c1ccc(Cl)cc1Cl)n1nnc2ccccc21

Next results.
RECQ1 helicase | canonical_smiles
i | COc1ccc(Br)cc1C1C2C=CCC(C)C2C(=O)N1Cc1ccccc1 (stereo not drawn)
-9% | N#Cc1nc(Nc2ccccc2)nc(NC2CCCCC2)n1
4% | CC(=O)OCC1=C[C@H]2[C@@H]3C(C)(C)[C@]3(OC(C)=O)C[C@@H](C)[C@]2(O)[C@@H]2C=C(C)C(=O)[C@@]2(O)C1
-6% | CCC[C@H](NC(=O)[C@H](CC(C)C)N(C)C(=O)CNC(=O)[C@@H](NC(=O)[C@H](Cc1ccccc1)NC(=O)[C@H](CCCCN)NC(=O)[C@@H](N)CC(=O)O)C(C)C)C(N)=O
i | CCC(Nc1ncnc2ccc(-c3c(C)noc3C)cc12)c1ccccc1 (stereo not drawn)
i | Cc1cc(CNC(=O)[C@]2(C(F)(F)F)C[C@H](CCC3CCCCC3)CCCO2)nn1C
-5% | Cc1cc(C)c(N(Cc2ccccc2)S(=O)(=O)c2ccc(OCCNC(=O)c3cc4ccccc4o3)cc2)c(C(=O)NO)c1
22µM* | C=CCc1cccc(/C=N/NC(=O)CN2CCN(Cc3ccccc3)CC2)c1O
1% | Nc1nc(OCC2CCCCC2)c2[nH]cnc2n1
-3% | CC(OCc1ccccc1)C(NC(=O)OC(C)(C)C)C(=O)NC1COC2CC(n3ccc(=O)[nH]c3=O)OC12 (stereo not drawn)

(further entries)
RECQ1 helicase | canonical_smiles
-21% | O=C(/C=C/c1ccc(O)c(O)c1)c1ccc(O)cc1O
-16% | COc1ccc(C2CC(=O)Oc3c(C(CCN4CCOCC4)c4ccc5c(c4)OCO5)c(OC)cc(OC)c32)cc1 (stereo not drawn)
i | Cc1cccc(CN2CC34CCC(CC3S2(=O)=O)O4)c1 (stereo not drawn)
-13% | NC(N)=NCCC[C@H](N)C(=O)NCC(=O)N[C@@H](CC(=O)O)C(=O)O
-7% | COc1ccc(C(=C2C(=O)Nc3ccccc32)c2ccc(OC)cc2)cc1

Single values from the list:
For RECQ1 helicase, COc1ccc(C(=C2C(=O)Nc3ccccc32)c2ccc(OC)cc2)cc1 has the entry -7%
For RECQ1 helicase, O=C(/C=C/c1ccc(O)c(O)c1)c1ccc(O)cc1O has the entry -21%

Source: PubChem

Only part of the results is shown. The share of hits here may be higher or lower than overall.
